# All columns: NCI-60 one-dose screen, growth in % after 48 h at 10 µM unless noted; 100 = growth as untreated, 0 = no growth, -100 = all killed.
# BT-549 – BT-549 breast cancer. 4.4% of 78,000 active
# MCF7 – MCF7 breast cancer; 6.3% of 82,000 active; AID 1794796
# HS 578T – HS 578T breast cancer; 4.1% of 78,000 active
# K-562 – K-562 leukemia. 7.4% of 78,000 active. AID 1794777
# T-47D – T-47D breast cancer; 5% of 79,000 active; AID 1794792
# MDA-MB-468 – MDA-MB-468 breast cancer; AID 2202374; 8.5% of 78,000 active
# SR – SR leukemia cells; 8.7% of 73,000 active; AID 1794780
# MDA-MB-231 – MDA-MB-231 breast cancer; 5% of 81,000 active; AID 1794789
# * marks the source's active call; other numbers are inactive results; . = no result given; & = joins results of further samples; ! = a repeat was not active; [ ] = another dose, or the depositor's remark. The calls were made as follows: active = growth percent below 10; inactive = the rest.
Structure,BT-549,MCF7,HS 578T,K-562,T-47D,MDA-MB-468,SR,MDA-MB-231
CC(C)(C)Oc1ccc(OC[C@@H]2Cc3cc(F)ccc3CN2C(=O)c2cccc3ccccc23)cc1,92,53,80,37,58,60,66,76
CC(C)(C)c1ccc(C(=O)O)cc1,103,94,101,96,91,78,111,103
Cc1ccc(-c2nc(Nc3cccc(S(N)(=O)=O)c3)c3ccccc3n2)cc1,107,76,86,75,99,107,81,65
CCCCCCCC/C=C\CCCCCCCC(=O)OCCCCCCCCCCCCCCCCCC,134&119,108&102,117&108,115,99&97,117&114,114,128&93
O=C(O)C1(Nc2ccc(Br)cc2)CCCC1,87,98,109,35,75,110,54,91
N#CCCC(=O)c1ccccc1,120,101,113,105,100,105,104,104
O=C1OC(=O)C2C3CC(c4ccccc43)C12 (configuration not stated),.,98,.,111,103,121,104,117
CC(=O)C1=C(C)NC(SCC(=O)Nc2ccc(S(=O)(=O)Nc3cc(C)on3)cc2)=NC1c1ccccc1 (configuration not stated),114,88,96,104,99,111,94,110
O=C(Oc1ccc[nH]c1=O)c1ccc(F)cc1,101,92,106,93,91,101,94,100
Cc1nc2c([nH]1)c(=O)n(C)c(=O)n2C,96,93,114,113,93,89,94,107

# Additional records.
Structure,BT-549,MCF7,HS 578T,K-562,T-47D,MDA-MB-468,SR,MDA-MB-231
COc1cc2c3c(n(C)c2cc1OC)C(=O)c1cccn1-3,72,80,87,100,80,100,.,70
O=C(CCCCC(=O)N/N=C/c1ccc2c(c1)CCC2)N/N=C/c1ccc2c(c1)CCC2,111,79,112,103,70,70,119,95
O=C(Nc1ccc(Cl)cc1)Oc1ccc2ccccc2c1,72,91,94,59,105,81,98,82
CCCC(=O)NCCc1ccccc1,107,97,92,111,97,102,109,116
N#CCCOc1ccccc1,88,94,100,90,97,114,104,108
CCOc1ccc(C(=O)Cc2ccccc2)cc1,116&113,104&103,107,103&108,100&98,96&90,92&93,102&113
COc1ccc(/C=C/C=C(C(=O)O)C(=O)O)cc1,98,98,86,91,105,101,88,94
O=C(Cc1ccc(/C=C/C(=O)c2nccn2Cc2ccccc2)cc1)Nc1ccc(F)cc1,44,23,.,15,46,25,15,46
NS(=O)(=O)c1ccc(N2C(=O)CCC2=O)cc1,103,98,104,98,94,104,120,108
N#Cc1ccc(C(=O)NNC(=O)CSc2nc3sc4c(c3c(=O)n2-c2ccc(Cl)cc2)CCCC4)cc1,23,63,59,63,59,92,48,3.6*

# Two records picked at random from those above:
Structure,BT-549,MCF7,HS 578T,K-562,T-47D,MDA-MB-468,SR,MDA-MB-231
COc1cc2c3c(n(C)c2cc1OC)C(=O)c1cccn1-3,72,80,87,100,80,100,.,70
N#Cc1ccc(C(=O)NNC(=O)CSc2nc3sc4c(c3c(=O)n2-c2ccc(Cl)cc2)CCCC4)cc1,23,63,59,63,59,92,48,3.6*

# Additional results:
Structure,BT-549,MCF7,HS 578T,K-562,T-47D,MDA-MB-468,SR,MDA-MB-231
CCN1C(=S)N(CC)C2C1NN=c1s/c(=C3\C(=O)N(C)c4ccccc43)c(=O)n12 (configuration not stated),98,82,100,103,.,107,106,97
CCSc1nnc(C2=CC(=O)c3ccccc3C2=O)n1-c1ccc(Cl)cc1,105,97,97,48,86,88,76,93
CCC(=O)Nc1cccc(Cl)c1,.,102,92,.,.,99,.,106
CCCCCc1cc[n+](CC(=O)c2cccs2)cc1,.,88,106,105,82,102,108,108
Nc1cccc(S(N)(=O)=O)c1,116,97,114,106,100,103,107,113
O=C(NCCNc1nccc(-c2c(-c3cccc(O)c3)nc3sccn23)n1)Nc1cc(C(F)(F)F)cc(C(F)(F)F)c1,88,67,.,73,72,58,65,41
NC(N)=N/C(N)=N/NC(=O)c1ccncc1,106,92,104,.,118,116,.,113
CC(=O)NS(=O)(=O)c1ccc(NC(=O)CSC2=NC(c3ccc(Cl)cc3)C(C(C)=O)=C(C)N2)cc1 (configuration not stated),105,95,.,96,99,96,93,.
O=C(O)COc1cccc(C(=O)/C=C/c2ccc(F)cc2)c1,109,88,106,99,94,91,94,101
Oc1cccc2ccc(N/N=C/c3cc(CN4CCCCC4)c(O)c4ncccc34)nc12,11,10,17,13,25,-26*,-13*,-4.7*

# A portion from the list above, for reference:
Structure,BT-549,MCF7,HS 578T,K-562,T-47D,MDA-MB-468,SR,MDA-MB-231
NC(N)=N/C(N)=N/NC(=O)c1ccncc1,106,92,104,.,118,116,.,113
CC(=O)NS(=O)(=O)c1ccc(NC(=O)CSC2=NC(c3ccc(Cl)cc3)C(C(C)=O)=C(C)N2)cc1 (configuration not stated),105,95,.,96,99,96,93,.
O=C(O)COc1cccc(C(=O)/C=C/c2ccc(F)cc2)c1,109,88,106,99,94,91,94,101
Oc1cccc2ccc(N/N=C/c3cc(CN4CCCCC4)c(O)c4ncccc34)nc12,11,10,17,13,25,-26*,-13*,-4.7*

# Next section
Structure,BT-549,MCF7,HS 578T,K-562,T-47D,MDA-MB-468,SR,MDA-MB-231
CCc1cc(C)cc(C(C)(C)C)c1,119,101,112,101,97,101,86,115
O=C1c2cccc3cccc(c23)C(=O)N1CCCCCN1CCN(CCCCCOc2ccc(-c3nc4ccc(N5CCOCC5)cc4[nH]3)cc2)CC1,30,-26*,107,20,0.9*,.,-44*,108
O=C(N/N=C/c1ccc(-c2ccc(O)cc2)s1)c1[nH]c2ccc(Br)cc2c1-c1ccccc1,-12*,6.8*,.,2.3*,12,6.0*,-22*,.
N#Cc1c(NC(=O)c2ccccc2)n[nH]c1N,97,92,90,94,86,102,.,95
CC1(C)CC[C@]2(c3nnc(-c4ccncc4)o3)CC[C@]3(C)C(=CC[C@@H]4[C@@]5(C)CCC(=O)C(C)(C)[C@@H]5CC[C@]43C)[C@@H]2C1,80,65,99,62,66,80,64,87
CS(=O)(=O)c1ccc(Nc2nc(N[C@H]3CCCC[C@@H]3N)nc3cc[nH]c(=O)c23)cc1,92,37,105,70,81,88,.,76
O=C1CSC(c2cccc(Oc3ccccc3)c2)N1CCc1cccs1 (configuration not stated),85,93,87,80,60,74,.,97
Cc1ccc2oc(=O)cc(/C(=C3/C=CC=N3)c3ccc[nH]3)c2c1,-11*,7.3*,13,-0.9*,-1.9*,3.2*,-9.3*,-7.0*
COc1cccc(/C=C/C(=O)c2cc3c(N)c(C(=O)Nc4ccccc4C)sc3nc2C)c1,38,7.4*,14,13,56,17,11,53
CCOC(=O)c1sc(-c2ccc(OS(=O)(=O)c3ccccc3)c(C=O)c2)nc1C,71,71,82,20,51,21,14,88

# Other records follow:
Structure,BT-549,MCF7,HS 578T,K-562,T-47D,MDA-MB-468,SR,MDA-MB-231
CN(C)Cc1ccc(Br)cc1,.,92,97,104,97,102,105,109
COc1ccc(Cn2c(C)cc3c2CSCC3=O)cc1,65[100 µM],75[100 µM],70[100 µM],75[100 µM],51[100 µM],54[100 µM],81[100 µM],69[100 µM]
COC(=O)CN/C(CCCOC(=O)Nc1cccc(Cl)c1)=C(/C#N)c1nc2ccccc2c(=O)[nH]1,101,101,89,102,112,.,85,93
Cc1c(-c2nc3ccc(F)cc3c(=O)[nH]2)c2ccccc2n1C,44,19,3.2*,15,36,6.2*,11,58
COc1cccc(NC(=O)c2cccc(-c3cc(=O)c4c(O)c(OC)c(OC)cc4o3)c2)c1,69,87,54,83,30,54,52,62
CC(=O)Nc1ccc2cc3ccc(NC(C)=O)cc3nc2c1,93&106,85&68,87&84,98&66,70&82,57,72,76&65
O=C(O)/C(=C\c1cccc([N+](=O)[O-])c1)c1ccccc1,106,104,102,98,98,.,98,104
Cc1ccc2[nH]c(=S)[nH]c(=O)c2c1,101,100,104,97,89,102,91,109
COc1ccc(-c2ccc(-c3ccc(C(=N)N)nc3)s2)cc1,84,-66*,-47*,-27*,-31*,-70*,0.3*,-80*
COc1ccc(C(=O)CC23C(=O)NC(=O)C2C(=O)NC3=O)cc1OC (configuration not stated),120,101,131,102,95,116,111,100

# Other compounds.
Structure,BT-549,MCF7,HS 578T,K-562,T-47D,MDA-MB-468,SR,MDA-MB-231
COC(=O)C(Br)C(OC(C)=O)c1ccc(OC)c(OC)c1 (configuration not stated),97,87,.,103,82,111,95,93
CC(=O)c1ccc(NC(=O)CSc2nnc(-c3ccc4nc(-c5ccc(Cl)cc5)[nH]c4c3)o2)cc1,121,72,89,75,100,117,91,82
COc1ccc(NC(=O)NS(=O)(=O)c2ccc(N3N=C(c4cc5ccccc5oc4=O)CC3c3ccc(OC)c(OC)c3)cc2)cc1 (configuration not stated),.,83,85,114,88,105,74,97
COc1cc(OC)c(/C=C/C(=O)/C=C(/C=C/c2c(OC)cc(OC)cc2OC)OB(F)F)c(OC)c1,111,.,104,91,103,110,79,110
O=C(C[n+]1cc(Br)cc2ccccc21)c1ccc(O)c(O)c1,108,105,115,102,101,115,105,90
COc1ccc(-c2nc3ccc(-c4nnc(SCC(=O)Nc5ccccc5)o4)cc3[nH]2)cc1,110,84,105,90,97,112,83,104
CS(=O)(=O)Nc1cc(-c2ccc3ncnc(Nc4ccc(F)c(Cl)c4)c3c2)ccc1Cl,49,24,19,39,12,-32*,35,54
O=C(CC1C=CCC1)Nc1ccccc1 (configuration not stated),113,105,118,97,99,92,84,103
CCCCCCCCCCCCC1CCC/C=C\CCC(=O)O1 (configuration not stated),112,96,107,101,90,100,71,99
Cc1cc2nc(C(Cl)Cl)nc(-c3ccco3)n2n1,93,46,94,90,79,-34*,87,64

# (next part)
Structure,BT-549,MCF7,HS 578T,K-562,T-47D,MDA-MB-468,SR,MDA-MB-231
CCOC(=O)CCCN1C/C(=C\c2ccc(C)cc2)C(=O)c2ccccc21,90,104,95,96,82,93,.,103
Cc1cccc2c1C[C@@]1(C2=O)C(c2ccccc2)=NOS1=O (some centres not stated),110,83,109,80,93,90,95,84
COc1ccccc1NC(=O)c1nc(-c2cc(OC)c(OC)c(OC)c2)n(-c2ccc(F)c(F)c2)n1,84,75,81,64,58,87,40,66
CC/C(=C(/c1ccc(Cl)cc1)c1ccc(OCCN)cc1)c1ccccc1,129,55,90,20,93,89,0.2*,87
O=C1NC(=S)NC1(c1ccccc1)c1ccccc1,102,98,103,.,103,100,114,84
COc1cccc2cc(-c3cc4ccccc4[nH]3)/c(=N/C(=O)Nc3ccc(Cl)cc3)oc12,98,98,103,101,.,102,126,72
CC(C)c1ccc(NC(=O)Nc2ccc(NC(=O)CCCC(=O)Nc3ccccn3)cc2)cc1,78,74,51,71,47,103,44,65
Cc1ccc2nc(NC(=O)CSc3nc(-c4ccccc4)c(C#N)c(C(C#N)C#N)n3)sc2c1,98,89,94,100,90,110,35,98
C=CCOC(=O)[C@@H]1CCCN1CC=C,110,90,103,100,99,94,128,101
O=C1c2cccc(Sc3ccccc3)c2C(=O)c2c(Sc3ccccc3)cccc21,.,90,107,99,91,101,54,101

# A different layout for 2 compounds above:
C=CCOC(=O)[C@@H]1CCCN1CC=C
  BT-549: 110
  MCF7: 90
  HS 578T: 103
  K-562: 100
  T-47D: 99
  MDA-MB-468: 94
  SR: 128
  MDA-MB-231: 101

O=C1c2cccc(Sc3ccccc3)c2C(=O)c2c(Sc3ccccc3)cccc21
  BT-549: .
  MCF7: 90
  HS 578T: 107
  K-562: 99
  T-47D: 91
  MDA-MB-468: 101
  SR: 54
  MDA-MB-231: 101

# The listing continues:
Structure,BT-549,MCF7,HS 578T,K-562,T-47D,MDA-MB-468,SR,MDA-MB-231
CCOC(=O)[C@H](Cc1ccccc1)Nc1nc(N)nc(N(C)Cc2ccccc2)c1C=O,107,88,103,56,102,118,77,95
O=C(CN1CCCCC1)Nc1ccc2oc(=O)ccc2c1,107,96,97,.,103,107,84,105
Cc1ccc(-c2csc(-n3[nH]c(=O)ccc3=O)n2)cc1,98,92,96,91,82,95,90,98
CC(=O)Nc1cccc(-c2[nH]c3ccccc3c2/C=N/NC(=O)c2cccnc2)c1,99,86,91,.,90,92,106,89
CCCCCCCCCCCCCCNC1=C(Br)C(=O)c2c(C(=O)OC)c(C)nc(C)c2C1=O,89,57,82,56,69,68,62,76
COc1cccc(-c2nc(Nc3cccc(S(N)(=O)=O)c3)c3ccccc3n2)c1,109,79,83,70,88,91,70,97
COC(=O)C1CCc2c(ccc3c2CCCC3)C1=O (configuration not stated),99,105,106,109,100,106,107,108
CC/C(=C(/c1ccc(OCCN(C)C)cc1)c1ccc(OC(=O)CCCCCCCCC(=O)c2c(C)[nH]c(/C=C3\N=C(c4ccc[nH]4)C=C3OC)c2C)cc1)c1ccccc1,69,-2.5*,58,34,48,53,48,11
Cc1nn(-c2ccc(Cl)cc2)c2ncnc(N/N=C/c3ccccc3O)c12,36&36,8.3*!,56&81,15&19,24&13,-12*,5.6*,32&33
O=C(Cc1ccccn1)c1ccncc1,.,98,96,101,101,110,85,122

# Going on with the list:
Structure,BT-549,MCF7,HS 578T,K-562,T-47D,MDA-MB-468,SR,MDA-MB-231
CCC(c1ccc(OC)cc1)C(CC)c1ccc(OCC[N+](C)(C)C)cc1 (configuration not stated),57,57,64,25,63,19,54,.
Cn1cc(CC(N)C(=O)O)c2ccccc21 (configuration not stated),87,87,109,93,94,115,75,112
CC1=C(C)C(=O)C(Nc2cccc(C)c2)=C(Br)C1=O,106,76,96,2.1*,4.5*,-43*,69,68
CSc1nnc2c3cc(Br)cc(Br)c3n(C)c2n1,77,68,101,98,.,95,83,76
Cc1c(C(=O)NNC(=O)Nc2ccc(Cl)cc2)nnn1-c1ccc(F)cc1,109,90,.,89,93,86,83,.
CS(=O)(=O)c1ccc(C(=O)O)cc1,.,95,117,.,108,109,101,96
COC(=O)c1nc(N)nc(C(=O)OC)c1C(=O)C(C)(C)C,114,92,104,99,99,100,99,95
NC1[C@H](c2c[nH]c3ccccc23)c2c([nH]c3ccccc23)[C@H]1c1c[nH]c2ccccc12 (some centres not stated),105,91,84,91,95,106,82,76
CCc1cccc2c3c(sc12)C(c1ccc(OC)cc1)C(C#N)=C(N)O3 (configuration not stated),113,89,95,99,99,113,112,96

# Assay outcomes deposited in PubChem by NCI.

# Outcome played no part in choosing rows; about 14% have a hit in one of these screens.
